# RSV antiviral HEp-2 – inhibition of RSV-induced cytopathic effect – HEp-2 cells, primary 10 µM value included (AID 2391) | HEp-2 cells, RSV-induced CPE inhibition; higher % means a stronger effect | one-dose CPE inhibition, % at 10 µM; IC50 in µM for titrated hits | actives 0.13% (n = 310,000); in the data active means a potency from the dose series; inconclusive means CPE inhibition mostly from about 23% at the one dose, without a potency; inactive means the rest, 99 in 100 with CPE inhibition below about 21%; further: strong numbers were not always called active
# Large T inhibition – TAg ATPase/helicase activity blockers – biochemical (AID 1903); actives 0.39% (n = 310,000); SV40 large T antigen ATPase/helicase inhibition assay; higher % means a stronger effect; inhibition, % at 20 µM, or IC50 in µM where a hit was titrated; in the data active means a potency from the dose series; inconclusive means inhibition mostly from about 32% at the one dose, without a potency; inactive means the rest, 99 in 100 with inhibition below about 32%; further: strong numbers were not always called active
# West Nile virus CPE – West Nile virus antiviral activity, cell-based, CPE readout (AID 1621); CPE inhibition, % at 10 µM, or IC50 in µM where a hit was titrated; actives 0.02% (n = 290,000); West Nile virus-infected cells, CPE inhibition; higher % means a stronger effect; in the data active means a potency from the dose series; inconclusive means CPE inhibition mostly from about 3.7% at the one dose, without a potency; inactive means the rest, 99 in 100 with CPE inhibition below about 2.2%; further: strong numbers were not always called active
# * = called active by the depositor; ? = inconclusive. This is a subset; rates above refer to the full screens.
# The opening 4 entries, ahead of the listing:
RSV antiviral HEp-2 | Large T inhibition | West Nile virus CPE | molecule
-1.7% | 13.0% | -1.1% | NC(=O)C1=C[C@@H](C2CCCCC2)C[C@@H](OCc2ccc(CO)cc2)O1
2.2% | 14.2% | -0.7% | O=C(CSc1nc2ccccc2nc1N1CCCC1)Nc1ccc(Cl)cc1
0.7% | -0.8% | -0.3% | CN1CCC(=O)N([C@H](CC#N)c2ccccc2)CC1
0.3% | 2.5% | -0.2% | COc1cc(NC(=O)c2ccc(NC3=NC4CS(=O)(=O)CC4S3)cc2)cc(OC)c1OC (centres undefined)

# This part in full, from the start:
RSV antiviral HEp-2 | Large T inhibition | West Nile virus CPE | molecule
-1.7% | 13.0% | -1.1% | NC(=O)C1=C[C@@H](C2CCCCC2)C[C@@H](OCc2ccc(CO)cc2)O1
2.2% | 14.2% | -0.7% | O=C(CSc1nc2ccccc2nc1N1CCCC1)Nc1ccc(Cl)cc1
0.7% | -0.8% | -0.3% | CN1CCC(=O)N([C@H](CC#N)c2ccccc2)CC1
0.3% | 2.5% | -0.2% | COc1cc(NC(=O)c2ccc(NC3=NC4CS(=O)(=O)CC4S3)cc2)cc(OC)c1OC (centres undefined)
-0.7% | ? | -0.2% | CCOC(=O)C[C@H]1c2ccc(C(F)(F)F)cc2S(=O)(=O)N1C1CCCC1
2.9% | 8.5% | 0.6% | C#Cc1ccc([C@H]2C=C(C(=O)NCc3nc4ccccc4[nH]3)O[C@@H](OCC)[C@@H]2CCCO)cc1
1.3% | 16.9% | 0.0% | Cc1nc2sccn2c(=O)c1S(=O)(=O)NCC(C)c1ccccc1 (centres undefined)
-0.4% | 9.6% | -0.6% | CCc1c(C(=O)Nc2ccc(C)c(C)c2)[nH]c(C)c1C(C)=O
2.9% | 9.8% | -0.2% | COc1ccc(NC(=O)c2ccc3c(c2)N(C)CCS3)cc1
1.1% | 0.2% | -1.2% | Cc1cc(C)c2c(Cn3ccnc3)cc(=O)oc2c1
2.1% | 15.5% | -0.2% | O=C1c2ccccc2S(=O)(=O)c2cc(C(=O)N3CCN(c4ncccn4)CC3)ccc21
0.3% | 5.4% | -0.8% | Cc1oc(-c2ccccc2Cl)nc1CS(=O)(=O)CC(=O)NCCN1CCOCC1

# Going on with the list:
RSV antiviral HEp-2 | Large T inhibition | West Nile virus CPE | molecule
-1.1% | 18.4% | -0.8% | CCOC(=O)[C@@H]1[C@H]2COc3ccccc3[C@H]2N2C(=O)N(c3ccc(F)cc3)C(=O)[C@]12C
0.5% | 9.2% | 0.3% | COc1ccc(-c2noc(N3CCC(C(=O)Nc4ccc(F)cc4)CC3)n2)cc1
-0.6% | 3.8% | -0.4% | Cc1cccc(N2CCN(S(=O)(=O)c3ccc4[nH]c(=O)ccc4c3)CC2)c1C
7.1% | 4.4% | -0.2% | C=CCOC(=O)C1=C[C@H](c2csc3ccccc23)C[C@H](OCc2ccc(CO)cc2)O1
-0.2% | 8.4% | -0.6% | CC(C)(C)OC(=O)N[C@@H](Cc1ccccc1)C(=O)N[C@@H](CO)[C@H](O)[C@@H]1C[C@@H]1C(=O)N1CCCC1
1.3% | 5.1% | -0.2% | O=C(O)CC1(CC(=O)NCc2ccncc2)CCCCC1
0.1% | 5.1% | 0.1% | COc1ccc(C(CC(=O)O)N2C(=O)CCC2=O)cc1 (centres undefined)
9.2% | 8.1% | -1.3% | Cc1ccc(N2C(=O)N3[C@H](c4ccc(Cl)cc4)[C@@H]4C(=O)N(C5CCCCC5)C(=O)[C@@H]4[C@]3(Cc3ccccc3)C2=O)cc1
0.8% | 2.3% | -0.8% | COc1ccc(CCNC(=O)C(=O)NCC2OCCN2S(=O)(=O)c2ccccc2)cc1OC (centres undefined)
1.5% | 4.7% | 0.0% | Cc1cccc2c1NC(=O)C21OCC(CO)([N+](=O)[O-])CO1 (centres undefined)
1.9% | 6.5% | -1.5% | COc1ccc(C2=NS(=O)(=O)N(C)C(C(=O)NC3CCCCC3)=C2)cc1OC
1.9% | 19.5% | 0.5% | CC1(O)C(=O)C=C2C=C(c3ccc(C#N)cc3)OC=C2C1=O (centres undefined)

# Only RSV antiviral HEp-2 and Large T inhibition, for some of the entries so far:
smiles | RSV antiviral HEp-2 | Large T inhibition
COc1ccc(C2=NS(=O)(=O)N(C)C(C(=O)NC3CCCCC3)=C2)cc1OC | 1.9% | 6.5%
CC1(O)C(=O)C=C2C=C(c3ccc(C#N)cc3)OC=C2C1=O (centres undefined) | 1.9% | 19.5%

# Carrying on:
RSV antiviral HEp-2 | Large T inhibition | West Nile virus CPE | molecule
-0.4% | 2.0% | -0.4% | CCCCNC(=O)O[C@@H]1C[C@H]2CCC(=O)N3CC[C@@H](C1)[C@@H]23
-0.6% | 8.3% | -0.1% | CCOc1ccc2[nH]c3c(NCCN(C)C)ncnc3c2c1
0.6% | 5.2% | 0.6% | O=C(CNC(=O)c1cccnc1)N/N=C/c1ccc(O)cc1O
3.2% | 2.5% | -0.2% | COc1ccc2nc(C3CCCCC3)c3c(c2c1)CCC3
10.2% | 10.9% | -0.1% | OCCCn1c(C2CCCN2c2nc(-c3ccc(Cl)cc3)cs2)nc2cc(Cl)c(Cl)cc21 (centres undefined)
-0.2% | 4.2% | -0.6% | O=C(O)c1ccc(S(=O)(=O)N(Cc2ccccc2)C2CCCCC2)cc1
-0.3% | 9.1% | -0.4% | CN1CCN(C(=O)c2ccc3c(c2)N(Cc2ccccc2)CCS3)CC1
0.3% | -4.6% | 0.7% | Cc1ccc(CNC(=O)CCS(=O)(=O)c2ccc3nc(C)sc3c2)cc1
0.3% | 8.2% | 0.3% | CC(C)(C)N1[C@@H](CC(=O)O)c2cc(C(F)(F)F)ccc2S1(=O)=O
2.1% | 3.6% | -0.1% | Cn1cc(S(=O)(=O)N2CCCC2)cc1C(=O)NCc1ccccc1
-0.9% | 2.8% | 0.3% | CCOC(=O)C[C@H]1c2cc(F)ccc2S(=O)(=O)N1C(C)(C)C
-2.8% | 15.6% | 0.1% | COc1ccc(CNC(=O)C2(CC3CC(c4ccccc4)=NO3)CCNCC2)cc1 (centres undefined)

# Going on with the list:
RSV antiviral HEp-2 | Large T inhibition | West Nile virus CPE | molecule
3.2% | 2.2% | 0.6% | COc1ccc(C#Cc2c(-c3ccc(OC)cc3)oc3ccc(-c4ccc5c(c4)OCO5)cc23)cc1
-0.5% | 17.1% | -0.5% | O=C(O)C1=C[C@H](C2CC2)C[C@H](OCc2ccc(CO)cc2)O1
2.4% | 7.3% | -0.2% | CC(C)c1ccc(NC(=O)c2cccc(NC3=NC4CS(=O)(=O)CC4S3)c2)cc1 (centres undefined)
7.0% | 10.1% | -1.5% | Cc1cccc(N2C(=O)N3[C@H](c4ccc(Cl)cc4)[C@@H]4C(=O)N(C5CCCCC5)C(=O)[C@@H]4[C@]3(Cc3ccc(Cl)cc3)C2=O)c1
1.4% | 6.0% | 0.0% | COC(C[C@H]1O[C@@H]1[C@H](O)[C@H](C)OCc1ccccc1)OC
2.6% | -0.1% | -0.6% | COc1ccccc1CNC(=O)CCC(=O)N1CCOc2ccc(Cl)cc21
1.7% | 9.2% | -1.6% | C[C@@H](C(O)c1ccccc1)N(C)C(=O)CCc1ccccc1 (some centres undefined)
2.9% | 45.8% | -0.2% | Cc1ccc(CNC(=O)CCC(=O)n2ncc3cc(C)ccc32)cc1
-3.6% | 17.9% | 0.2% | CC(C)C[C@H](NC(=O)c1nc[nH]c1C(=O)N[C@@H](CC(C)C)C(=O)OCc1ccccc1)C(=O)OCc1ccccc1
2.1% | 13.0% | 0.6% | COc1cccc(C2=CC(=O)CC(C)(C)C2)n1
2.1% | -2.1% | -0.8% | COC(=O)c1ccccc1NC(=O)CCC(=O)N1CC(C)Oc2ccc(C)cc21 (centres undefined)
-0.3% | 14.1% | 1.4% | COc1ccc(/C=N/NC(=O)c2cccc(C(=O)N/N=C/c3ccc(OC)cc3)n2)cc1

# (list continues)
RSV antiviral HEp-2 | Large T inhibition | West Nile virus CPE | molecule
0.8% | 8.1% | -0.6% | COCCNc1nc(C)cc(-c2cc(C(=O)Nc3ccccc3)on2)n1
1.3% | 13.5% | -1.4% | CCc1cccc(C)c1NC(=O)CCOc1ccccc1
-1.2% | -12.2% | 0.0% | Cc1ccc2c(c1)N(C(=O)CCC(=O)NCCCN1CCN(C)CC1)CCO2
3.8% | 11.2% | -1.5% | O=C(NCc1ccc(Cl)cc1)c1cccc2c1C(=O)N(CC1CCCO1)C2 (centres undefined)
1.4% | 12.4% | -1.4% | O=C(NC1CCCCCCC1)c1ccc(F)cc1
-0.6% | 22.3% | -0.7% | O=C(C[n+]1ccccc1)N/N=C/c1cc(Br)ccc1O
0.3% | -15.4% | -1.1% | O=C(COc1ccc(Cl)cc1)N(Cc1cccs1)C1CCS(=O)(=O)C1 (centres undefined)
-0.9% | 13.6% | 0.0% | O=C(NCCNCCO)C1(C(F)(F)F)C/C(=C\Cc2ccccc2)CCCO1 (centres undefined)
1.1% | 3.5% | -0.7% | O=C(CN1CCOCC1)Nc1nc(-c2ccccc2Cl)cs1
-0.8% | -5.6% | -0.5% | CN1C(C(=O)Nc2ccc(F)cc2F)=CC(c2cccs2)=NS1(=O)=O
0.6% | ? | -1.8% | COCCN(CCOC)Cc1c(O)ccc2c1O/C(=C\c1ccc(C)o1)C2=O
-0.7% | 9.4% | -0.9% | Cc1cccc(CN2CCc3c([nH]c4ccccc34)C2)c1

# Next compounds.
RSV antiviral HEp-2 | Large T inhibition | West Nile virus CPE | molecule
6.9% | -0.2% | 0.0% | Cc1cccc(N2CCN(C(=O)Cn3nc(Cc4ccncc4)c4ccccc4c3=O)CC2)c1C
0.3% | 10.5% | -0.4% | Cc1noc(/C=C/N(C)C)c1S(=O)(=O)N1CCCC(C(=O)NCCC2=CCCCC2)C1 (centres undefined)
6.6% | -2.4% | -0.9% | Cc1ccc(NC(=O)CSc2nc3ccccc3nc2N2CCOCC2)cc1
3.4% | 4.3% | -1.2% | CCOC(=O)C1CCN(CC(=O)Nc2ccc(S(=O)(=O)N3CCC(C)CC3)cc2)CC1
1.6% | -2.5% | 0.1% | C#CCNC(=O)C1=C[C@@H](c2ccc3c(c2)OCO3)C[C@@H](OCc2ccc(CO)cc2)O1
1.3% | 0.5% | 0.0% | COc1ccc(CNC(=O)Cn2ccc([N+](=O)[O-])n2)cc1OC
4.8% | 3.1% | 0.5% | Cc1cccc(N2CCN(C(=O)c3noc4c3COc3ccc(C)cc3-4)CC2C)c1 (centres undefined)
-0.8% | 7.6% | 0.0% | OCCOCCn1c(C(CO)Nc2nc(-c3ccccc3Br)cs2)nc2ccccc21 (centres undefined)
0.7% | 5.3% | -0.9% | CN1CCc2c(sc(NC(=O)C3CCCCC3)c2C(N)=O)C1
-0.5% | 2.6% | -0.6% | COC(=O)[C@@H]1CCCN1C(=O)[C@@H](NC(=O)OC(C)(C)C)C(C)C
1.0% | 13.1% | -0.4% | COC(=O)CN1C(=O)[C@H]2[C@@H](/C=C/c3ccccc3)N3C(=O)CN(Cc4ccccc4)C(=O)[C@@]3(C)[C@H]2C1=O
1.1% | 31.6% | -1.0% | COCCN(CCOC)Cc1c(O)ccc2c1O/C(=C\c1ccco1)C2=O

# Next compounds:
RSV antiviral HEp-2 | Large T inhibition | West Nile virus CPE | molecule
0.2% | -4.3% | -0.8% | CCOC(=O)C1CCN(S(=O)(=O)c2ccc3[nH]c(=O)ccc3c2)CC1
-0.8% | 15.8% | -1.0% | CNC(C)C#Cc1ccc2oc3cccc(OC)c3c(=O)c2c1 (centres undefined)
1.1% | 12.9% | 0.0% | COC(=O)C[C@H]1c2cc(C(F)(F)F)ccc2S(=O)(=O)N1C(C)(C)C
-0.7% | 7.1% | 1.0% | CC1CCN(c2nc3c(=O)[nH]c(N)nc3n2[C@@H]2O[C@H](CO)[C@@H](O)[C@H]2O)CC1
0.2% | 4.1% | -0.1% | O=C(CCC(=O)N1CCOc2ccccc21)NCCCN1CCCCC1
1.6% | 0.8% | -0.9% | O=C(Nc1ccc(Cl)cc1)c1ccc2snnc2c1
4.4% | 2.0% | -0.1% | O=C(NCc1nc2ccccc2[nH]1)C1=C[C@H](C2CCCCC2)C[C@H](OCCCCO)O1
1.0% | 4.4% | 0.2% | COc1ccccc1CNC(=O)c1cc(S(=O)(=O)N2CCOCC2)cn1C
0.3% | 13.4% | -0.3% | c1ccc(C2=NOC(c3nnc(-c4ccccc4)o3)C2)cc1 (centres undefined)
8.0% | 26.9% | 0.3% | Cc1nn(-c2ccc(Br)cc2)c(=O)c2ccccc12
4.9% | 5.6% | -0.6% | CC(=O)N(Cc1cc(=O)[nH]c2ccccc12)c1ccc(C)cc1C
0.6% | 14.6% | 0.1% | O=C(O)C1=C[C@@H](C2CC2)C[C@@H](OCCCCO)O1
0.2% | 1.1% | 0.0% | CC1(c2nnc(-c3ccncc3)o2)CC(c2cccnc2)=NO1 (centres undefined)

# Among those listed so far, 4 have a thiophene ring, fused or not:
RSV antiviral HEp-2 | Large T inhibition | West Nile virus CPE | molecule
7.1% | 4.4% | -0.2% | C=CCOC(=O)C1=C[C@H](c2csc3ccccc23)C[C@H](OCc2ccc(CO)cc2)O1
0.3% | -15.4% | -1.1% | O=C(COc1ccc(Cl)cc1)N(Cc1cccs1)C1CCS(=O)(=O)C1 (centres undefined)
-0.8% | -5.6% | -0.5% | CN1C(C(=O)Nc2ccc(F)cc2F)=CC(c2cccs2)=NS1(=O)=O
0.7% | 5.3% | -0.9% | CN1CCc2c(sc(NC(=O)C3CCCCC3)c2C(N)=O)C1

# Screening results deposited in PubChem BioAssay by Southern Research Specialized Biocontainment Screening Center.
